SARS 3CLpro inh: SARS-CoV 3CLpro protease inhibition; hit rate 0.14% among 290,000; P0C6X7; inhibition, % at 6 µM; recombinant SARS-CoV 3CLpro, quenched FRET peptide cleavage; in the data active means inhibition above about 12%
BH1578 lux ind: quorum light induction in luxS cqsA deficient V. cholerae; activation, % at 18.7 µM; V. cholerae BH1578 lux reporter, luminescence, 6 h; AID 588436; hit rate 0.16% among 350,000; in the data active means activation mostly above about 9.7%, no sharp cut-off; inconclusive means no clear call, values can overlap the other calls; inactive means mostly below about 3.7%; further: not every result past the cut was called active; inactives centre near 0; reference of the scale not given here
Anthrax LF prot: blocks Bacillus anthracis lethal factor protease; multiplex microsphere protease cleavage assay, LF; inhibition, % at 10 µM; hit rate 0.12% among 360,000; AID 588501; further: plate controls were buffer without enzyme for full effect and enzyme alone for no effect
Target sequence (P15917 whole entry, looked up): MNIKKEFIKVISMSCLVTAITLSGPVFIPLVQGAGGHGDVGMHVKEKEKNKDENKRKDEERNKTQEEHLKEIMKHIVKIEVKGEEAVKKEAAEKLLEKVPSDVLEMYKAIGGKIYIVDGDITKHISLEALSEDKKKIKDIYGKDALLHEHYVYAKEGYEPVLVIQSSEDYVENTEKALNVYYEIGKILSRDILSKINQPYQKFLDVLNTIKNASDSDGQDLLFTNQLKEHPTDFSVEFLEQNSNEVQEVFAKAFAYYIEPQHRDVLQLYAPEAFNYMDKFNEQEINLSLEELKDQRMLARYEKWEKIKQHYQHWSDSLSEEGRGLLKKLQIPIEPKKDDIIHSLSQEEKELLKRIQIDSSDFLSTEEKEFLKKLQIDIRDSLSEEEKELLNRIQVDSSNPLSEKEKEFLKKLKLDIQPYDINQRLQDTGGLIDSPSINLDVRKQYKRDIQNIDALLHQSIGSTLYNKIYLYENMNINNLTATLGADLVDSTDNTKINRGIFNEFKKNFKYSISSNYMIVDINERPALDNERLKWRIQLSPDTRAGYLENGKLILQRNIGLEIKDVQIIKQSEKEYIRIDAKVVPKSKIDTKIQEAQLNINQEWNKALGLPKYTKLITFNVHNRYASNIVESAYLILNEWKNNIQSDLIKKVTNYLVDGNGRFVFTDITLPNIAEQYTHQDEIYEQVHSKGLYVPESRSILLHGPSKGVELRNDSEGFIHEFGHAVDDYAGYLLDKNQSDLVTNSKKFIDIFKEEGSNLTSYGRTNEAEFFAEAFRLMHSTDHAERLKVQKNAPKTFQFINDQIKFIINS
SSB-PriA inh: inhibitors of Klebsiella pneumoniae PriA binding to SSB C-terminal tail; AlphaScreen SSBct-PriA binding, biotinylated peptide; inhibition, % at 33 µM; hit rate 0.6% among 430,000; AID 1272365; in the data active means inhibition mostly above about 37%, no sharp cut-off; inactive means mostly below about 20%;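 further: plate controls were negative control peptide for no effect and reference peptide for full effect; strong numbers were not always called active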
CCHFV vOTU inh: blocks the CCHF virus ovarian tumor domain protease; CCHFV vOTU protease, Pep-AMC fluorescence; inhibition, % at 11.5 µM; hit rate 0.55% among 370,000; in the data active means inhibition above about 30%; further: 0% = vehicle wells with enzyme and 100% = no enzyme wells
BoNT-A LC inh2: BoNT A light chain protease inhibition | multiplex microsphere protease substrate cleavage, flow cytometry | inhibition, % at 10 µM | hit rate 0.17% among 360,000 | AID 588499; further: plate controls were buffer without enzyme for full effect and enzyme alone for no effect
TcdB inh: TcdB glycohydrolase inhibition. P18177. TcdB glycohydrolase enzymatic assay, plate reader. inhibition, % at 9.99 µM. hit rate 0.24% among 350,000. AID 652162; in the data active means inhibition above about 10%
PfHsp40 yeast: restores yeast growth despite PfHsp40 toxicity | S. cerevisiae expressing PfHsp40, growth rescue, ATP luminescence | growth rescue, % at 12.5 µM | hit rate 0.68% among 340,000; in the data active means growth rescue above about 28%, passing the limit was not always enough; inconclusive means no clear call, values can overlap the other calls;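 further: yeast W303a lacking pdr1 and pdr3 grown in galactose medium; growth measured after three days at 30 °C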
Yp Topo-I inh: blocks Yersinia pestis topoisomerase I activity | Y. pestis Topo-I cleavage product accumulation, plate reader | activity, % at 10 µM | hit rate 0.064% among 360,000; in the data active means activity above about 50%, passing the limit was not always enough; inconclusive means no clear call, values can overlap the other calls; further: inactives centre near 2
DUSP3 inh: blocks human VHR1 dual specificity phosphatase | AID 1654 | P51452 | recombinant VHR phosphatase, pNPP absorbance | inhibition, % at 13.3 µM | hit rate 0.52% among 290,000; in the data active means inhibition above about 50%; further: some compounds called inactive have numbers as strong as hits
Target sequence (P51452 whole entry, looked up): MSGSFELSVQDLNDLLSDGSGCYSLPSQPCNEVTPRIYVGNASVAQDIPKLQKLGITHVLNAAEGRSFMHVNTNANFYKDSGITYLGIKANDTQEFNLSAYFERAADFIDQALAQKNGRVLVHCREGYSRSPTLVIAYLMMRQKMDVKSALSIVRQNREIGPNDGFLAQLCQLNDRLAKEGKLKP
Active calls of the source: *; i = inactive; ? = inconclusive; / = not tested or not shown. Unless noted, no stated cut-off is given here; in the data, active means inhibition above about 30%; inconclusive means no clear call, values can overlap the other calls; inactive means below that. These rows are one share of the data. The share of hits here may be higher or lower than overall.

structure	SARS 3CLpro inh	BH1578 lux ind	Anthrax LF prot	SSB-PriA inh	CCHFV vOTU inh	BoNT-A LC inh2	TcdB inh	PfHsp40 yeast	Yp Topo-I inh	DUSP3 inh
C=CCn1c(N2CCCCCC2)nc2c1c(=O)[nH]c(=O)n2C	5	1.0	1	8	-12	?	/	-0.9	-7	-4
CNS(=O)(=O)c1cc(-c2nnc(Nc3ccc(NC(C)=O)cc3)c3ccccc23)ccc1C	3	i	27	-13	5	0.8	-0.3	-0.5	0	-15
CN(C(=O)c1ccc(COc2ccccc2Br)o1)c1ccccc1	3	-0.2	0	-24	-1	0.1	0.5	1.2	39	4
CCc1cccc(CC)c1N1C(=O)C2=C(SCCCS2)C1=O	/	i	-3	/	10	4.0	1.6	/	16	/
Fc1cccc(-c2nn[nH]n2)c1	3	i	-4	3	1	-0.3	/	-1.7	4	10
O=C(NCc1ccco1)/C(=C\c1ccco1)NC(=O)c1ccccc1Cl	-6	i	-4	3	4	-2.3	0.4	-0.7	4	1
COc1ccc(N=NC2=C(O)CC(C)(C)CC2=O)cc1	1	i	2	2	32*	-0.3	/	0.3	0	7
O=C(NCc1ccncc1)C(=O)Nc1nccs1	-1	-0.5	/	1	11	/	2.4	-0.4	-3	8
NC(=O)C1CCN(CC(=O)Nc2ccccc2Sc2ccccc2)CC1	-4	-0.1	4	-5	-1	-0.1	2.3	-0.8	21	23
Cc1nc2ccccc2c(=O)n1-c1ccc(F)c(NC(=O)c2cccs2)c1	/	i	/	-14	-1	/	1.9	-1.0	2	/
CCC1(c2ccccc2)NC(=O)N(CC(=O)Nc2ccc(OC)nc2)C1=O (stereo not drawn)	-2	-0.3	-1	-1	-1	1.9	0.3	0.8	-1	9
Cc1cnnc2ccc3c(no[n+]3[O-])c12	-3	i	-2	-10	4	-0.5	/	0.5	-8	6
CCCCNC(=O)CSc1nnc(-c2ccco2)n1C	-6	i	-2	-20	3	0.0	/	0.9	4	23
CN(CC(=O)NCCCN1CCOCC1)S(=O)(=O)c1ccc(Br)cc1	-2	1.3	5	-17	8	0.6	/	0.2	-1	22
COc1cc(OC)cc(-c2c(C#Cc3ccsc3)c3cc(-c4ccc(C(N)=O)cc4)ccc3n2C)c1	/	-11	-13	12	8	1.0	1.0	-1.6	3	/
COc1ccc(S(=O)(=O)N2CCCC(C(=O)NCCC(C)C)C2)cc1 (stereo not drawn)	0	-0.3	-12	1	-1	-1.0	1.5	0.4	2	7
C=CCn1c(-c2cc(-c3ccc(C)cc3)nc3ccccc23)n[nH]c1=S	9	1.5	0	20	8	0.1	3.1	414*	20	21
CCc1nc(SCC(=O)Nc2nccs2)c2oc3ccccc3c2n1	2	i	-1	6	9	0.0	/	3.5	-3	20
CC(=O)Nc1ccc(S(=O)(=O)NC2=C(N3CCN(c4ccc(F)cc4)CC3)C(=O)c3ccccc3C2=O)cc1	3	-1.6	-1	73	77*	-0.3	-1.9	-0.5	10	29
Cc1ccc(-n2nnnc2SCC(=O)NC2CCCc3ccccc32)cc1 (stereo not drawn)	1	-0.2	0	-17	-9	-0.5	0.1	-0.6	-1	-13
CC1(C2CCC3(C)OC3C2)CO1 (stereo not drawn)	/	-0.8	2	0	-2	-0.8	-0.1	-0.6	-6	/
Cn1cc(C=CC(=O)O)c2nccnc21	/	6.0	5	/	4	0.3	1.2	/	0	/
CN(Cc1cn(C)nc1-c1ccccc1F)Cc1nccn1C	-1	-4.5	1	-4	2	-0.2	1.7	0.2	1	36
O=C(O)c1ccc(/C=N/Nc2ccc(C(F)(F)F)cn2)cc1	8	-0.4	-15	/	19	-2.0	0.5	0.2	8	2
COc1ccc(NC(=O)c2cc3ccccc3oc2=O)c(OC)c1	7	i	2	-8	6	-0.6	-0.4	-0.1	0	1
COc1ccc(CNC(=S)NC(C)CCc2ccccc2)cc1 (stereo not drawn)	-2	1.1	-9	-2	5	-1.1	-0.2	6.5	14	11
CC1=NN(c2ccccc2)C(=O)C1C(=O)c1ccc([N+](=O)[O-])cc1 (stereo not drawn)	4	-0.2	-2	-18	2	-0.4	-0.8	-1.2	-1	8
Cc1nn(Cc2ccccc2Cl)c(C)c1NC(=O)C1C2CCC(O2)C1C(=O)O (stereo not drawn)	0	1.0	4	-5	-3	-0.6	/	-0.4	6	-9
c1ccc(-c2noc(-c3ccno3)n2)nc1	1	0.3	-4	8	-8	0.1	-1.5	-0.5	-7	29
COC(=O)[C@H]1Cc2cnoc2C[C@]1(C)C(=O)O	0	-0.2	4	1	-3	1.6	/	-0.8	-3	9
O=C(c1ccccc1)c1nn(-c2ccc(Cl)cc2)c(=O)cc1C(F)(F)F	5	i	-1	6	11	0.7	/	-1.1	24	-11
Cc1ccc(NC(=O)CN2C(=O)NC3(CCc4ccccc43)C2=O)cc1Cl (stereo not drawn)	4	i	-7	-6	-7	0.5	/	-0.2	-14	9
O=C(CN1CCN(C(C(=O)Nc2ccc(F)cc2)c2ccccc2)CC1)NC1CC1 (stereo not drawn)	/	-0.8	-2	4	1	-0.9	0.5	-1.5	1	/
CC(C)C[C@H](NC(=O)OC(C)(C)C)C(=O)N[C@@H](CO)[C@H](O)[C@@H]1C[C@@H]1C(=O)NC1CCCCC1	-8	i	1	-27	9	0.1	1.1	?	0	13
Oc1c(Cl)cc(Cl)c(Cl)c1CN1CCOCC1	/	3.4	4	-7	-1	0.2	1.6	1.1	6	/
Cc1cc(C)c(Cn2c3ccccc3c3cnn(CC(=O)NCCN4CCOCC4)c(=O)c32)c(C)c1	-4	-0.3	-2	-17	0	-0.4	0.8	-1.8	40	-31
C=CCn1c(-c2ccccc2OCC)n[nH]c1=S	5	i	-5	-11	1	-1.1	0.0	0.2	-5	-3
CCCCC(=O)Nc1ccc(C)c(S(=O)(=O)N2CCCCCC2)c1	/	0.7	-3	/	-6	-0.3	1.5	-1.8	8	/
O=C(NCc1ccc(F)cc1)c1cc(-c2ccco2)on1	-4	-0.2	-2	-2	-15	-3.2	/	1.3	-10	0
CC(C(=O)NCc1ccccc1)N1CCN(c2ccc(F)cc2)CC1 (stereo not drawn)	-3	-0.1	-16	-4	-2	-1.4	1.4	-0.4	5	/
O=C(c1cnccn1)N(Cc1ccco1)C1(C(=O)NC2CCCCC2)CCCCC1	3	i	-3	-9	-9	-0.3	/	-2.0	-2	31
CC(C)n1c(-c2ccccc2F)n[nH]c1=S	0	-0.4	-3	-7	-16	0.7	2.2	2.2	-1	29
CN(CC(=O)Nc1ccccc1C(F)(F)F)C(=O)Cc1ccccc1F	2	-0.3	-1	-7	-4	-1.4	-0.6	-1.2	14	2
CCOc1ccc(N(CC(=O)NCc2ccc(F)cc2)C(=O)c2snc(C(N)=O)c2N)cc1	-8	i	-4	-9	11	-3.3	1.7	0.4	14	23
CSc1ccc(NC(=O)Nc2cc(C)ccn2)cc1	-1	-0.9	0	-12	-3	-4.6	0.4	/	2	12
COc1ccc(C(=O)NC(=S)NNC(=O)c2ccc(C)cc2)cc1	/	i	3	7	-4	2.5	0.8	143*	-5	/
O=C1CCCC2=C1C(c1cccc(O)c1)C1=C(N2)c2ccccc2C1=O (stereo not drawn)	-1	i	-8	17	13	-0.6	2.7	0.1	-3	11
CN(C)CCCNc1nc(N)c([N+](=O)[O-])c(NCCO)n1	7	-7.1	7	3	1	0.7	-0.4	3.4	-1	6
CC(NC(=O)c1ccc2ccccc2n1)c1ccccc1 (stereo not drawn)	5	-0.2	5	-12	-1	3.9	-0.3	-2.4	6	8
Cc1cc2oc(C(=O)NC3CCS(=O)(=O)C3)c(C)c2cc1C (stereo not drawn)	6	i	-2	-5	9	1.5	/	1.0	0	-16
CN1CCN(CCCc2c3c(cc4c2CCC4)CCC3)CC1	2	-0.2	4	8	1	-0.6	1.5	6.0	-2	1
CCN(CC(=O)NC(c1ccccc1)c1ccccc1)Cc1nc2ccccc2c(=O)[nH]1	2	0.7	1	-2	12	-0.6	/	-0.3	19	13
O=C(c1ccccc1)N1CCCC(C(=O)N2CCc3ccccc3C2)C1 (stereo not drawn)	3	-0.3	3	2	-4	0.3	/	-0.6	3	28
CN(C)C(=O)CNc1n[nH]c(=S)[nH]c1=O	-4	-0.6	8	-8	17	-0.2	1.5	-0.9	-1	12
Cc1ccc(Cl)cc1S(=O)(=O)N1CCC(C(=O)NC2CCN(Cc3ccccc3)CC2)CC1	4	i	-10	1	-10	-2.0	0.0	-0.2	4	26
Cc1ccoc1C(=O)Nc1cccc(Oc2ccccc2)c1	-6	i	0	-24	-3	-0.3	/	372*	8	-10
Nc1nc(CN2CCN(c3ccccc3)CC2)nc(Nc2ccc(Cl)cc2)n1	4	6.7	0	25	-3	0.2	2.1	-0.3	-7	30
O=C(NCCOc1cccnc1)c1ccc(OC2CCN(Cc3ccccn3)CC2)cc1	-2	-0.4	-6	/	6	-2.4	-0.8	-1.8	5	18
CCCOc1ccc(-c2c(C(=O)N/N=C/c3ccc(OC)cc3)nnn2-c2nonc2N)cc1	6	-0.2	-1	/	-14	-0.2	/	0.2	0	0
COc1cccc(-c2noc(CCCC(=O)NC3CCCC3)n2)c1	-2	2.5	-3	-8	4	0.6	0.9	-0.1	9	-10

Additional compounds
structure	SARS 3CLpro inh	BH1578 lux ind	Anthrax LF prot	SSB-PriA inh	CCHFV vOTU inh	BoNT-A LC inh2	TcdB inh	PfHsp40 yeast	Yp Topo-I inh	DUSP3 inh
CC(=O)c1c(C)[nH]c(C(=O)CN2C(=O)NC(C)(CCC(C)C)C2=O)c1C (stereo not drawn)	2	i	3	-6	10	-0.1	0.4	1.0	2	33
CCc1ccc(NC(=S)N2CCNC(=O)C2CC(=O)OC)cc1 (stereo not drawn)	1	-0.3	-1	-9	-7	-0.4	1.4	-0.9	-8	20
Cc1cc(O)ccc1Nc1nc2ccccc2nc1Nc1ccc(O)cc1C	3	i	14	12	1	14	/	1.0	3	0
CCCC(=O)NC(c1cccs1)c1cc([N+](=O)[O-])c2cccnc2c1O (stereo not drawn)	-2	-0.2	-4	29	22	-2.0	-1.3	-0.4	3	28
O=C(N=Nc1c(O)[nH]c2ccccc12)c1ccc2c(c1)OCO2	1	-0.1	0	-6	-7	0.7	1.0	-0.2	-3	14
COc1ccc(Cl)cc1NC(=O)CN1C(=O)CC(C)S(=O)(=O)c2ccccc21 (stereo not drawn)	-1	-0.2	-4	-4	-7	0.8	0.4	-0.4	0	11
CCn1c(Cc2ccccc2)nnc1SCC(=O)OC(C)C	-2	-0.7	3	-2	/	6.6	-9.2	-0.1	-4	15
COc1cc(C(=O)NNC(=O)C2CCC2)cc(OC)c1OC	/	i	0	-3	-13	1.0	-1.2	-0.2	3	/
CCOC(=O)c1[nH]c2cc(OC)c(OC)cc2c1N	-4	-0.3	-13	10	0	1.6	/	1.6	4	8

Another view of three compounds above:
Every second line gives: SARS 3CLpro inh | BH1578 lux ind | Anthrax LF prot | SSB-PriA inh | CCHFV vOTU inh | BoNT-A LC inh2 | TcdB inh | PfHsp40 yeast | Yp Topo-I inh | DUSP3 inh
> CCn1c(Cc2ccccc2)nnc1SCC(=O)OC(C)C
→ -2 | -0.7 | 3 | -2 | / | 6.6 | -9.2 | -0.1 | -4 | 15
> COc1cc(C(=O)NNC(=O)C2CCC2)cc(OC)c1OC
→ / | i | 0 | -3 | -13 | 1.0 | -1.2 | -0.2 | 3 | /
> CCOC(=O)c1[nH]c2cc(OC)c(OC)cc2c1N
→ -4 | -0.3 | -13 | 10 | 0 | 1.6 | / | 1.6 | 4 | 8

Assay outcomes deposited in PubChem BioAssay by several laboratories.
